Source: PubChem BioAssay (several laboratories)
DNA FID counter: fluorescent intercalator displacement, NS3 helicase counter-screen; DNA fluorescent intercalator displacement, fluorescence; inhibition, % at 7.9 µM; actives 0.17% (n = 290,000); in the data active means inhibition above about 37%;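 further: 0% = vehicle and 100% = reference compound; higher means more ethidium bromide displaced from hairpin DNA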
MEKK3 PB1 HTS: raises or lowers MEK5 binding to the human MEKK3 PB1 domain | Q99759 | actives 1.4% (n = 290,000) | binding response (% of control), % at 10 µM | AID 1529 | bead-based flow cytometry, Alexa488-MEK5 binding to MEKK3; actives lie on both sides; 0 = blocked by unlabeled MEK5, 100 = vehicle;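 active means binding response more than 3 SD above or below the average of its plate-row segment, actives on both sides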;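 further: Alexa488 bead fluorescence after subtracting the streptavidin-only scavenger bead signal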
Target sequence (Q99759 whole entry, looked up, the tested form may be a part): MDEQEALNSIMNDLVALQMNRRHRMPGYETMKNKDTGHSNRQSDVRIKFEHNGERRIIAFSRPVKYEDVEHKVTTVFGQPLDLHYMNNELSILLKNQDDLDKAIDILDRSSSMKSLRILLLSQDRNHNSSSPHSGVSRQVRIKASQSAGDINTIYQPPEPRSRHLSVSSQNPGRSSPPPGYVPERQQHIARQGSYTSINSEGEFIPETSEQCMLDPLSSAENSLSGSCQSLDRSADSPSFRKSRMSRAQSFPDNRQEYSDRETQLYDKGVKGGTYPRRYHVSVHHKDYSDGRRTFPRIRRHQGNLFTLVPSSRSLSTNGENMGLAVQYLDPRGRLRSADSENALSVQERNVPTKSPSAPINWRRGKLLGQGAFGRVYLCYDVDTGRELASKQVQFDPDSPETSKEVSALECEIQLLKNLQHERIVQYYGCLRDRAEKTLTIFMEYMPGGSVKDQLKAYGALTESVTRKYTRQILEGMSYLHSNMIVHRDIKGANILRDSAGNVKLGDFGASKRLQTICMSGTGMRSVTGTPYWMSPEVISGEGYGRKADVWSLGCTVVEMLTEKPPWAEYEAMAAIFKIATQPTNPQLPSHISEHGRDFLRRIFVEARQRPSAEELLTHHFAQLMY
VIM-2 inh: blocks Pseudomonas aeruginosa VIM-2 metallo-beta-lactamase | purified VIM-2, nitrocefin hydrolysis, epi-absorbance fluorescence | inhibition, % at 5.6 µM | actives 0.89% (n = 290,000);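 active means inhibition above the mean of all tested compounds plus 3 SD, cutoff set per screening run, cut at about 7.5% in these data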;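 further: red hydrolysis product quenches plate fluorescence so inhibitors raise well fluorescence; 0% = enzyme with DMSO and 100% = DMSO without enzyme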
PHOSPHO1 inh: inhibitors of human PHOSPHO1 phosphatase. actives 1.1% (n = 290,000). Q8TCT1. recombinant PHOSPHO1, absorbance phosphatase assay. inhibition, % at 13.3 µM; in the data active means inhibition above about 60%
Target sequence (Q8TCT1 whole entry, looked up): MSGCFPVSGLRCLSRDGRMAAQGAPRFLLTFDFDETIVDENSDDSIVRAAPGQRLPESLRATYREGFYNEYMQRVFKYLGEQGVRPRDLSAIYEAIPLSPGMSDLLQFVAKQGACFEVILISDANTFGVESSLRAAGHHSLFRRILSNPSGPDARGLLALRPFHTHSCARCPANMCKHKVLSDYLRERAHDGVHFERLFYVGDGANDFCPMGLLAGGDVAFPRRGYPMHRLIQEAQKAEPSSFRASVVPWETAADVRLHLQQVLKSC
HCV NS3 hel inh: HCV NS3 helicase inhibition | AID 1800 | inhibition, % at 10.9 µM | actives 0.56% (n = 290,000) | NS3 helicase DNA unwinding, Cy5 molecular beacon fluorescence;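 active means inhibition above the mean of all tested compounds plus 3 SD, set per campaign, cut at about 35% in these data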;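 further: 0% = DMSO wells and 100% = thioflavine S control wells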
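Assay system: hepatitis C virus NS3 helicase domain fragment enzyme. Also added: annealed dual-labelled DNA beacon duplex, ATP-started. Timing: 1 h reaction at 25 °C, ATP-initiated. Technique: Cy5 fluorescence at 0 and 60 min, beacon hairpin quenching. Evaluation: % inhibition of unwinding. Replication: one well per compound.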
IMP-1 inh: blocks Pseudomonas aeruginosa IMP-1 metallo-beta-lactamase | inhibition, % at 5.6 µM | purified IMP-1, nitrocefin hydrolysis, epi-absorbance fluorescence | actives 0.45% (n = 290,000);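 active means inhibition above the mean plus 3 SD of all compounds in the same screening run, cut at about 4.5% in these data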;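 further: 0% = IMP-1 with DMSO and 100% = DMSO wells lacking enzyme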
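assay system = purified recombinant IMP-1 metallo-beta-lactamase enzyme | schedule = 15 min preincubation plus 25 min reaction at 25 °C | signal = Epi-absorbance fluorescence, 480 nm excitation, 530 nm emission | read-out basis = percent inhibition from optical density relative to buffer-blank wells | controls = IMP-1 with DMSO as 0%, enzyme-free DMSO as 100%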
UBC9 SUMO inh: blocks human SUMOylation mediated by UBC9. P63279. HTRF SUMOylation assay, SAE1/SAE2 + UBC9, in vitro. inhibition, % at 35 µM. actives 0.36% (n = 290,000). AID 2006; in the data active means inhibition above about 50%, passing the limit was not always enough; further: strong numbers were not always called active
Target sequence (P63279 whole entry, looked up): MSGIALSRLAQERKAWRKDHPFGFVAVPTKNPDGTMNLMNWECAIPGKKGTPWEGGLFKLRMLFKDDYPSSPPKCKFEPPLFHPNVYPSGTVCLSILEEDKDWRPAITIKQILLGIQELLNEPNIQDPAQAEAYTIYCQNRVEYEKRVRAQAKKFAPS
IDE act: boosts human insulin-degrading enzyme activity in HEK cells; actives 0.073% (n = 340,000); FAbeta-B cleavage, fluorescence polarization; 0% vehicle, 100% cell-free pure enzyme wells; activation, % at 5.96 µM; P14735;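 active means activation above the mean of all tested compounds plus 3 SD, set per screening campaign, cut at about 17% in these data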
p-CIP stab down: lowers stability of the mouse p/CIP coactivator protein; Q05BA5; F442A p/CIP-EGFP cells, EGFP fluorescence, 16 h; decrease of EGFP signal, % at 10 µM; actives 0.01% (n = 290,000); AID 1984;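 active means EGFP signal decrease of at least 30% at 10 µM or well 3 SD below plate mean, unless failing retest; inactive means the rest, including hits failing retest or dose response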; further: some compounds called inactive have numbers as strong as hits; many of its hits are not listed in these tables
* hit, by the source's call; . = not tested or not shown; & = joins results of further samples. These rows are one share of the data; the hit share may differ from the screen's.

SMILES	DNA FID counter	MEKK3 PB1 HTS	VIM-2 inh	PHOSPHO1 inh	HCV NS3 hel inh	IMP-1 inh	UBC9 SUMO inh	IDE act	p-CIP stab down
CCCCSc1nnc(-c2ccc(NC(=O)CCc3ccccc3)cc2)n1C	-10.1	102.0	-2.0	5.3	8.7	-5.1	24.3	1.9	-3.9
CNC(=S)N1N=C(c2ccccc2)CC1c1ccc(OC)c(OC)c1 (stereo unspecified)	-22.2	98.0	-4.0	-21.4	5.8	-4.9	-2.6	4.0	-7.5
CCOc1ccc(NC(=O)c2cccc3c2C(=O)N(CC2CCCO2)C3)cc1 (stereo unspecified)	-31.1	101.0	-0.3	22.8	-8.0	-2.3	13.2	4.0	-9.1
COc1ccc(N2CCN(S(=O)(=O)c3ccc(C(=O)NCc4ccco4)cc3)CC2)cc1	-0.8	85.0	0.3	19.6	-3.6	-1.9	-4.3	6.3	-13.7
CCC(C)NC(=O)CN(c1ccc(OC)cc1)S(=O)(=O)c1ccc(NC(C)=O)cc1 (stereo unspecified)	-12.4	104.0	-2.5	20.8	3.5	-2.3	5.1	3.7	-1.5
CCc1nnc(NC(=O)c2cccc(OC)c2)s1	-4.6	108.0	-0.4	1.8	-1.2	-2.3	9.1	2.2	-4.0
Cn1c(CNC(=O)c2ccco2)nnc1SCC(=O)Nc1ccc(Br)cc1F	-7.9	100.0	-2.5	-13.0	1.6	-1.6	-15.1	-2.8	0.4
COc1ccc(C2OCC3(CO2)SC(=O)NC3=O)cc1OC (stereo unspecified)	-0.7	83.0	0.0	-10.1	-8.8	-2.3	4.5	0.3	-6.1
COc1ccc(CNC(=O)C(c2ccc(C)o2)N(C(=O)c2snc(C(N)=O)c2N)c2ccccc2OC)cc1 (stereo unspecified)	-26.9	98.0	-4.8	8.1	-19.0	-3.7	-8.4	-0.4	-11.4
N=c1n(CCN2CCCCC2)c2ccccc2n1CC(=O)c1cccs1	14.5	101.0	-0.5	-8.1	-38.4	-2.1	6.1	2.0	-5.8
COc1ccc(NC(=O)NCc2cccnc2)c(OC)c1	-3.8	100.0	0.0	17.0	6.6	15.6*	10.4	2.0	-13.7
Cc1ccc(C(=O)NNC(=O)C2CCN(c3ncccn3)CC2)cc1	-11.9	93.0	-5.6	47.4	13.6	-3.1	9.5	1.4	-3.2
Cc1ccc(C)c(NC(=O)Cn2cc(C(=O)C3CC3)c3ccccc32)c1	-17.4	102.0	-2.4	-103.5	2.0	0.1	10.9	1.1	4.9
Cc1ccccc1NCC(=O)N/N=C\c1ccc2c(c1)OCO2	-7.2	93.0	-4.1	11.9	-12.6	-5.1	7.3	3.1	7.1
Cc1ccc(-n2nnnc2SCC(=O)Nc2ncc(Cc3ccccc3Cl)s2)cc1	2.5	99.0	1.4	-7.1	14.3	-0.4	19.2	-0.4	-5.8
O=S(=O)(c1ccccc1)c1nc(-c2ccccc2Cl)oc1NCCN1CCOCC1	-17.3	100.0	-1.5	-6.4	-7.8	-1.7	12.8	1.9	-4.1
CC1CC(C)CN(C(=O)Cn2nnc(-c3ccccc3)n2)C1 (stereo unspecified)	-28.0	100.0	-3.2	-86.7	5.2	-5.3	-1.2	-3.9	-15.5
Cc1nc2cc(NC(=O)Nc3nccs3)ccc2n1C	-2.9	103.0	-3.8	-2.4	7.0	-4.6	7.6	-0.2	-1.7
CSc1ccccc1NC(=O)CSc1nnc(Cc2ccccc2)o1	-26.4	99.0	-5.3	27.0	-5.9	-5.0	1.2	3.2	-2.7
CCc1ccc(NC(=O)CCCN2C(=S)NC(C)(C)CC2C)cc1 (stereo unspecified)	-19.8	107.0	-0.9	-89.7	-2.1	-2.7	-3.5	-0.1	10.5
NC(=O)C1=C[C@H](c2ccccc2)C[C@H](OCc2ccc(CO)cc2)O1	-11.5	102.0	-0.9	47.3	2.0	-1.0	18.3	2.9	-12.5
NS(=O)(=O)c1ccc(Cl)cc1[N+](=O)[O-]	-2.0	96.0	-1.6	3.4	12.5	-0.6	9.2	-2.9	-2.8
Cc1ccc(OCCNC(=O)Cc2ccc(S(=O)(=O)N3CCOCC3)s2)cc1	-18.5	93.0	-0.9	19.2	8.5	1.0	17.1	-3.8	-19.5
CC(C)(C)NC(=O)CN(C(=O)CCC(=O)Nc1nccs1)c1ccc(F)c(Cl)c1	-40.8	105.0	-3.8	47.9	-5.5	-2.8	6.4	2.2	2.3
Cc1cccc(/C=N/NC(=O)c2cc(-c3cccnc3)nc3c2c(C)nn3-c2ccccc2)c1	1.1	102.0	-0.2	-0.8	-6.8	-1.1	32.6	-1.9	-7.4

(next part)
SMILES	DNA FID counter	MEKK3 PB1 HTS	VIM-2 inh	PHOSPHO1 inh	HCV NS3 hel inh	IMP-1 inh	UBC9 SUMO inh	IDE act	p-CIP stab down
COc1cccc(C(=O)N/N=C/c2ccc(Oc3ccc([N+](=O)[O-])cn3)c(OC)c2)c1	-4.6	86.0	-4.0	-7.4	1.5	-2.0	8.4	0.0	0.9
CCOC(=O)c1c(N)sc(N)c1C(=O)OCC	-0.3	98.0	-3.0	-2.6	3.7	-3.4	11.1	-16.9	1.6
CC(C)(C)NC(=O)COC(=O)c1ccccc1Oc1ccccc1	-26.9	101.0	-1.6	39.0	-6.5	-1.9	19.2	-4.2	-3.3
Cc1nn(-c2ccccc2)c(Cl)c1C(=O)Nc1nnc(C2CCCC2)s1	-27.7	102.0	-3.2	25.1	-7.8	-0.8	12.2	2.0	-9.2
COCc1c(C(=O)OCC(=O)c2c(N)n(CC(C)C)c(=O)n(C)c2=O)oc2ccccc12	-35.0	102.0	-0.4	19.2	-1.5	-0.8	0.4	0.2	-9.2
COc1ccc(NS(=O)(=O)c2ccc(N3CCOCC3)c(NC(=O)c3ccc(F)cc3)c2)cc1	-22.9	103.0	-1.5	-1.3	-10.8	-1.8	-2.3	3.3	-13.5
Brc1ccccc1/C=N/Nc1ccc2ccccc2n1	-1.5	101.0	-3.5	-8.7	-1.0	-1.9	-16.0	-0.2	6.7
COc1ccc(S(=O)(=O)N(C)c2ccc(C(=O)N3CCCCC3)cc2)cc1OC	-34.5	106.0	-0.8	41.6	-2.3	-2.8	7.1	8.2	-20.5
O=C(CCSCc1cccc(Cl)c1)NCCC1=CCCCC1	-24.3	113.0	-1.7	11.6	-11.0	-1.8	-25.7	0.3	8.3
O=C(NN1CCOCC1)c1ccc(Cl)c([N+](=O)[O-])c1	-2.3	94.0	-1.2	36.4	11.9	-2.6	-11.0	3.5	-4.6
Oc1c(Cl)cc(Cl)c(Cl)c1Cc1c(O)c(Cl)cc(Cl)c1Cl	42.8*	108.0&89.0	-1.0	3.5	25.8	-2.4	71.9*	5.0	4.7
CCOC(=O)c1c(/N=C/C2=C(O)CC(C)(C)CC2=O)sc(C)c1C	-3.7	99.0	-2.3	-4.6	2.6	-2.4	15.9	-1.5	-11.5
CN(C)c1ccc(NC(=O)CSc2nc3c(c(=O)[nH]2)CCCC3)cc1	-9.1	95.0	-1.4	-20.5	0.1	-2.1	-9.8	1.7	-5.6
COc1ccc2cc(CCNC(=O)C3CCCC3)c(=O)[nH]c2c1	-6.2	107.0	-2.9	13.1	4.0	-3.3	9.2	-3.6	-6.3
O=C1CC2C(=O)NCCN2C(=NC(=O)c2ccc(Cl)cc2)N1 (stereo unspecified)	1.4	91.0	-2.8	48.5	-9.4	-4.6	8.0	-1.2	-6.9
CCCCC(=O)Nc1ccc2c(c1)nc(CCN1CCN(c3ccccn3)CC1)n2C	-20.9	106.0	1.6	46.3	-1.6	-2.5	1.4	-5.7	-12.0
C[C@@]12C(=O)N(Cc3ccccc3)CC(=O)N1[C@H](/C=C/c1ccccc1)[C@@H]1C(=O)N(c3ccccc3)C(=O)[C@@H]12	-33.5	103.0	1.3	-7.3	-18.5	-2.9	-2.5	-0.5	-5.2
COC(=O)c1ccc(C2c3c(oc4ccc(Cl)cc4c3=O)C(=O)N2CCN2CCOCC2)cc1 (stereo unspecified)	-15.7	131.0*	-1.5	3.4	5.4	-3.4	34.6	-6.9	-9.7
CCS(=O)(=O)C(=C(Nc1ccc(OC)cc1)Nc1ccc(OC)cc1)S(=O)(=O)CC	-6.6	95.0	-0.8	38.2	2.0	-0.8	8.3	-1.8	-10.2
Cn1c(=O)n(C)c2cc(NC(=O)CSc3ccccc3)ccc21	-13.1	94.0	-2.1	37.0	2.8	-1.2	4.1	3.7	-7.1
CC(=O)N1CCc2c(sc(NC(=O)Cc3ccc(F)cc3)c2C(N)=O)C1	-13.3	100.0	-6.1	35.5	3.5	-0.8	.	6.3	4.5
COC(=O)c1cn(CCOc2ccccc2)c2ccccc12	-13.0	105.0	-3.9	4.7	-12.2	-1.8	-17.7	1.8	6.6
COc1ccc(CNC(=O)CS(=O)Cc2nc(-c3ccccc3C)oc2C)cc1 (stereo unspecified)	-31.6	105.0	-1.6	24.0	0.4	-2.4	25.5	4.0	-14.7
CCOC(=O)C1=C(O)/C(=C/c2cc(OC)c(OC)c(OC)c2)N=C1C	-15.8	109.0	-1.0	-14.5	-3.6	0.8	-5.8	6.5	11.3
COc1ccc(NC(=O)c2ccc(S(=O)(=O)N3CCCCCC3)cc2)c(OC)c1	-32.5	98.0	-3.3	38.3	0.1	-4.4	13.6	6.3	-6.8

Additional entries:
SMILES	DNA FID counter	MEKK3 PB1 HTS	VIM-2 inh	PHOSPHO1 inh	HCV NS3 hel inh	IMP-1 inh	UBC9 SUMO inh	IDE act	p-CIP stab down
O=C(Nc1cccc2ccccc12)c1cc2c(cc1Br)OCO2	-9.7	98.0	-3.1	25.4	-2.2	-3.1	12.9	3.3	3.4
C#CCOCCOCCOCCNc1nc(N2CCN(C(=O)Cn3cc(CCCCN)nn3)CC2)nc(N2CCN(C(=O)Cn3cc(CCCCN)nn3)CC2)n1	15.0	99.0	-3.1	-16.0	-70.2	-3.2	-2.3	1.7	-5.2
Cc1cc(NC(=O)c2noc3c2CCCC3)no1	-4.5	111.0	-2.7	18.9	6.5	-3.8	-24.6	-0.8	4.8
COc1ccc(S(=O)(=O)N2CCN(C(=O)c3c(-c4ccccc4)noc3C)CC2)cc1	-16.2	102.0	-3.0	3.4	-1.7	-2.4	11.0	5.1	-13.4
Cc1ccc(-n2nnnc2SC(C)C(=O)NCC(=O)Nc2ccc(F)c(F)c2F)c(C)c1 (stereo unspecified)	-24.8	109.0	-1.9	-6.2	-10.2	-2.5	-18.9	-2.7	-1.6
Cc1cccc2cc(-c3ccccc3)c(-c3ccccc3)c[n+]12	3.3	86.0	-4.7	-2.7	-26.9	-2.7	10.0	0.5	-7.7
